INS-1E GSIS act: GLuc luminescence reporter in INS-1E cells, primary screen for activators of glucose-dependent secretion of insulin; INS-1E GLuc reporter insulin secretion, 2-3 h; activation, % at 16.6 µM; 0.61% of 370,000 active; AID 743287;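 active means lowest replicate activation of at least 40%, so every replicate reaches that level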;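 further: 0% = median of neutral control wells and 100% = median of IBMX positive control wells; some compounds called inactive have numbers as strong as hits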
ARNT TACC3 PPI: disrupts binding between human ARNT and TACC3. Q9Y6A5. AlphaScreen His-ARNT PAS-B/GST-TACC3 binding, luminescence; TACC3 fragment carries E629A point mutation. inhibition, % at 9.99 µM. 0.66% of 390,000 active. AID 623870;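 active means mean inhibition of replicates at least 50% and at least half of replicates each reaching 50%; inconclusive means half or more replicates reach 50% but mean below 50%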;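 further: 0% = complete ARNT plus TACC3 wells and 100% = ARNT alone without TACC3; many hits fall short of the cut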
DENV2 CPE rescue: protects cells from dengue virus 2 cytopathic effect; DENV2-infected cells, cytopathic effect rescue, plate reader; 1.7% of 350,000 active; CPE inhibition, % at 9.99 µM; in the data active means CPE inhibition above about 20%, passing the limit was not always enough; inconclusive means no clear call, values can overlap the other calls; tested in BHK-21 cells;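 further: 0% = median of neutral control wells and 100% = median of positive control wells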
Xi reactivation: activators of X-chromosome reactivation in mouse fibroblasts | XiGFP mouse fibroblasts, % GFP-positive cells imaging, 3 d; cells co-treated with 5-aza-dC sensitizer; scaled so ellipticine positive control = 100% | activation, % at 7.58 µM | 0.055% of 360,000 active | AID 743238;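 active means mean normalized replicate activation at least 10% and every replicate at or above 10%; inconclusive means only one of the two criteria met; inactive means mean below 10% and not all replicates reach 10%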;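 further: 0% = median of on-plate neutral control wells and 100% = ellipticine 6 µM median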
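assay system = SV40-immortalized XiGFP fibroblast cells, line 68-5-11 | buffer or medium = DMEM plus 5-aza-dC sensitizer | doses = single-point pinned compound dosing | times = 3-day compound exposure, then 15 min fixation at room temperature | benchmarks = positive control ellipticine, 6 µM final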
CFTR F508del cor: correctors of CFTR F508del function in bronchial epithelial cells | 0.36% of 350,000 active | activity (quench increase), % at 7.58 µM | CFBE cells, YFP halide quenching; stimulated with forskolin plus potentiator P3; % fluorescence drop versus neutral controls | AID 720511;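 active means mean added fluorescence quench of at least 8% versus neutral control, with both replicates also reaching 8%; inconclusive means only one of the mean or replicate conditions met; inactive means mean below 8% and not both replicates reaching 8%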;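 further: cells transiently co-express mutant CFTR-F508del with the halide-sensitive YFP; corrector assay measuring rescue of mutant channel to the surface after 24 h compound exposure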
ERp5 block: blocks human ERp5 reductase activity on insulin. Q15084. ERp5 insulin aggregation, absorbance 650 nm, 90 min. inhibition, % at 9.99 µM. 0.05% of 350,000 active. AID 651711;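 active means mean replicate inhibition above about 25%, with every replicate also reaching it, limit read from the data, passing the limit was not always enough; inconclusive means only one of those two criteria met; inactive means neither criterion met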
Target sequence (Q15084 whole entry, looked up): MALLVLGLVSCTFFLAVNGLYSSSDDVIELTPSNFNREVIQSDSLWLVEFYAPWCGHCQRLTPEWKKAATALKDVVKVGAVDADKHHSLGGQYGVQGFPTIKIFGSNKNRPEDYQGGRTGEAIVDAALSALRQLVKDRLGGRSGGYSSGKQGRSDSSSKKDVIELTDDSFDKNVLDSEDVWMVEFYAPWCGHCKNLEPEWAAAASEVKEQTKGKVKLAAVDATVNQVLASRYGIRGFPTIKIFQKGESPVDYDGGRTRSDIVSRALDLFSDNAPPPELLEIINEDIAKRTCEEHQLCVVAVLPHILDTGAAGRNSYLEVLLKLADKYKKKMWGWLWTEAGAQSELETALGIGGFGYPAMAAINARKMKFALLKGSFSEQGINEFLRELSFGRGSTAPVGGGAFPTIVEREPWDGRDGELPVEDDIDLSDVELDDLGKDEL
EWS-Fli inh: blocks EWS/Fli oncoprotein-driven transcription | A673 NR0B1-luciferase reporter, viability-normalised | inhibition, % at 12.6 µM | 0.67% of 350,000 active;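 active means mean inhibition of at least 50% after viability correction, with every replicate also passing that limit; inconclusive means mean reaches 50% but only one of two replicates passes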;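 further: firefly luciferase signal divided by Alamar Blue viability fluorescence both relative to DMSO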
PAX8 inh HTS: inhibitors of PAX8 transcriptional activity in RMG-I cells; RMG-I TPO-luciferase reporter, SteadyGlo, 24 h; inhibition, % at 12.6 µM; 1.2% of 360,000 active;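 active means mean replicate inhibition at least 60% with every replicate also reaching 60%; inconclusive means only one of the two criteria is met; inactive means mean below 60% and not all replicates reaching 60%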;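 further: luciferase light reporting Pax8 driven TPO promoter activity; plate controls were median of neutral control wells for no effect and mitoxantrone controls for full effect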
An asterisk follows results filed as active; u = inconclusive; x = not tested or not shown. Random draw from the library, and some 4.2% of all compounds hit somewhere here.

No.	SMILES	INS-1E GSIS act	ARNT TACC3 PPI	DENV2 CPE rescue	Xi reactivation
1	COc1cc(NC(=S)N2CCCCC2C)cc(OC)c1OC (stereo not drawn)	-7	-4	9	0.1
2	CC1=CC2=NC(=O)/C(=C\c3cccn3CCOc3ccccc3)C(=N)N2O1	3	18	-2	0.1
3	CCCCCCN1C[C@H](O)[C@@H](n2cc(C3CC3)nn2)C[C@@H]1c1ccc(Cl)cc1	-18	x	u	0.2
4	CCCCNC(=O)C[C@@H]1C[C@@]2(C(=O)OCC)CCCC=C2N(Cc2ccc(Cl)cc2Cl)C1=O	x	x	-1	0.0
5	CCCn1c(SCC(=O)N2CCc3ccccc32)n[nH]c1=O	x	-5	-2	0.0
6	O=C(CCc1nc2sc3c(c2c(=O)[nH]1)CCCC3)NCCc1ccccc1	6	-2	8	0.0
7	CCCN(CC(=O)Nc1ccccc1C)C(=O)Cc1cccs1	2	5	6	0.0
8	C[C@@H]1CN([C@@H](C)CO)C(=O)c2cccc(NS(=O)(=O)c3ccccc3)c2O[C@@H]1CN(C)Cc1ccc2c(c1)OCO2	-2	-1	15	-0.3

No.	CFTR F508del cor	ERp5 block	EWS-Fli inh	PAX8 inh HTS
1	-0.8	2	14	-14
2	0.8	-3	9	20
3	-4.8	3	5	9
4	4.5	0	21	-6
5	-4.0	-1	-9	x
6	-0.4	1	1	-12
7	0.5	-7	3	6
8	1.1	-2	-5	9

Next section.
No.	SMILES	INS-1E GSIS act	ARNT TACC3 PPI	DENV2 CPE rescue	Xi reactivation
9	CC(=O)Nc1ccc(N(C(=O)Cc2cccs2)C(C(=O)NC2CCCC2)c2ccncc2)cc1 (stereo not drawn)	-8	3	2	0.3
10	O=C([C@@H]1[C@@H](CO)[C@@H]2Cn3c(ccc(-c4cccnc4)c3=O)[C@H]1N2Cc1cccnc1)N1CCOCC1	12	-37	-5	0.1
11	CCCC(=O)Nc1ccccc1NC(=O)c1ccc(OCC)c(OCC)c1	2	1	3	0.0
12	CCOC(=O)CN1C(=O)N[C@@H](c2ccccc2)[C@@H](C(=O)OC)[C@H]1C	4	-5	-10	-0.3
13	COC(=O)CNC(=O)COC(=O)/C=C/c1ccccc1[N+](=O)[O-]	20	-1	1	-0.2
14	O=C(c1cccs1)N1CCC(c2nc3c(nnn3Cc3ccccc3Cl)c(=O)[nH]2)CC1	12	9	-5	0.0
15	COc1ccc(-c2ccc3c(c2)O[C@H](CN(C)CC2CC2)[C@H](C)CN([C@@H](C)CO)S3(=O)=O)cc1	-2	x	x	-0.2
16	CCOCCCNC(=O)/C(C#N)=C/c1cc(OC)c(O)c([N+](=O)[O-])c1	-49	0	-7	-0.2

No.	CFTR F508del cor	ERp5 block	EWS-Fli inh	PAX8 inh HTS
9	0.0	-5	0	2
10	0.2	-5	2	x
11	-1.8	-2	3	-3
12	-1.6	3	-2	7
13	-1.5	7	14	33
14	2.9	1	15	6
15	-1.0	x	-17	x
16	2.9	-3	1	5

The results go on.
No.	SMILES	INS-1E GSIS act	ARNT TACC3 PPI	DENV2 CPE rescue	Xi reactivation
17	Fc1ccccc1NC(=S)Nn1cnnc1	4	-4	44*	-0.1
18	COc1ccc(NC(=O)NNC(=O)COc2ccc3ccccc3c2)cc1OC	0	17	-7	0.1
19	CC1CN(S(=O)(=O)c2ccc(CN3C(=O)c4cccnc4C3=O)cc2)c2ccccc2O1 (stereo not drawn)	-3	36	5	0.2
20	C[C@@H]1CN([C@@H](C)CO)C(=O)c2cc(NC(=O)Nc3ccc(F)cc3)ccc2O[C@@H]1CN(C)Cc1ccc(Cl)c(Cl)c1	-11	x	4	-1.1
21	O=C(c1ccc([N+](=O)[O-])cc1)N1CCN(C(=O)C2CCCCC2)CC1	1	0	-3	-0.1
22	CCn1c(SCCC(C)C)nnc1-c1c[nH]c2ccccc12	-13	-3	16	0.2
23	O=C(COC(=O)CCc1ccc(S(=O)(=O)N2CCOCC2)cc1)NC1CCCC1	x	-18	4	0.0
24	O=C(NCC1CCCO1)c1onc(CSc2ccccc2F)c1C(=O)O (stereo not drawn)	4	-7	14	0.1

No.	CFTR F508del cor	ERp5 block	EWS-Fli inh	PAX8 inh HTS
17	1.5	5	x	-7
18	-0.5	-1	x	17
19	-2.2	-15	2	3
20	1.0	6	2	52
21	2.1	-8	3	7
22	1.8	-4	17	25
23	x	-5	-19	10
24	2.2	-8	-4	-41

14 entries from above, as a markdown table:
| cpd | mol | INS-1E GSIS act | ARNT TACC3 PPI | DENV2 CPE rescue | Xi reactivation | CFTR F508del cor | ERp5 block | EWS-Fli inh | PAX8 inh HTS |
| --- | --- | --- | --- | --- | --- | --- | --- | --- | --- |
| 8 | C[C@@H]1CN([C@@H](C)CO)C(=O)c2cccc(NS(=O)(=O)c3ccccc3)c2O[C@@H]1CN(C)Cc1ccc2c(c1)OCO2 | -2 | -1 | 15 | -0.3 | 1.1 | -2 | -5 | 9 |
| 9 | CC(=O)Nc1ccc(N(C(=O)Cc2cccs2)C(C(=O)NC2CCCC2)c2ccncc2)cc1 (stereo not drawn) | -8 | 3 | 2 | 0.3 | 0.0 | -5 | 0 | 2 |
| 10 | O=C([C@@H]1[C@@H](CO)[C@@H]2Cn3c(ccc(-c4cccnc4)c3=O)[C@H]1N2Cc1cccnc1)N1CCOCC1 | 12 | -37 | -5 | 0.1 | 0.2 | -5 | 2 | x |
| 11 | CCCC(=O)Nc1ccccc1NC(=O)c1ccc(OCC)c(OCC)c1 | 2 | 1 | 3 | 0.0 | -1.8 | -2 | 3 | -3 |
| 12 | CCOC(=O)CN1C(=O)N[C@@H](c2ccccc2)[C@@H](C(=O)OC)[C@H]1C | 4 | -5 | -10 | -0.3 | -1.6 | 3 | -2 | 7 |
| 13 | COC(=O)CNC(=O)COC(=O)/C=C/c1ccccc1[N+](=O)[O-] | 20 | -1 | 1 | -0.2 | -1.5 | 7 | 14 | 33 |
| 14 | O=C(c1cccs1)N1CCC(c2nc3c(nnn3Cc3ccccc3Cl)c(=O)[nH]2)CC1 | 12 | 9 | -5 | 0.0 | 2.9 | 1 | 15 | 6 |
| 15 | COc1ccc(-c2ccc3c(c2)O[C@H](CN(C)CC2CC2)[C@H](C)CN([C@@H](C)CO)S3(=O)=O)cc1 | -2 | x | x | -0.2 | -1.0 | x | -17 | x |
| 16 | CCOCCCNC(=O)/C(C#N)=C/c1cc(OC)c(O)c([N+](=O)[O-])c1 | -49 | 0 | -7 | -0.2 | 2.9 | -3 | 1 | 5 |
| 17 | Fc1ccccc1NC(=S)Nn1cnnc1 | 4 | -4 | 44* | -0.1 | 1.5 | 5 | x | -7 |
| 18 | COc1ccc(NC(=O)NNC(=O)COc2ccc3ccccc3c2)cc1OC | 0 | 17 | -7 | 0.1 | -0.5 | -1 | x | 17 |
| 19 | CC1CN(S(=O)(=O)c2ccc(CN3C(=O)c4cccnc4C3=O)cc2)c2ccccc2O1 (stereo not drawn) | -3 | 36 | 5 | 0.2 | -2.2 | -15 | 2 | 3 |
| 20 | C[C@@H]1CN([C@@H](C)CO)C(=O)c2cc(NC(=O)Nc3ccc(F)cc3)ccc2O[C@@H]1CN(C)Cc1ccc(Cl)c(Cl)c1 | -11 | x | 4 | -1.1 | 1.0 | 6 | 2 | 52 |
| 21 | O=C(c1ccc([N+](=O)[O-])cc1)N1CCN(C(=O)C2CCCCC2)CC1 | 1 | 0 | -3 | -0.1 | 2.1 | -8 | 3 | 7 |

(more compounds)
No.	SMILES	INS-1E GSIS act	ARNT TACC3 PPI	DENV2 CPE rescue	Xi reactivation
25	COc1cc(OC)cc(C(=O)NNC(=O)c2ccccn2)c1	17	x	-4	-0.1
26	CC(C)NC(=O)Nc1cccc2c1O[C@H](CN(C)S(=O)(=O)c1ccccc1)[C@@H](C)CN([C@@H](C)CO)C2=O	6	-12	8	0.0
27	Cc1ccc2c(c1)C1(OCCCO1)C(=O)N2CC(=O)NN	-4	x	-11	-0.1
28	CC(C)NC(=O)Nc1ccc2c(c1)C(=O)N([C@@H](C)CO)C[C@H](C)[C@@H](CN(C)C(=O)CCC(F)(F)F)OCCCC[C@H](C)O2	-10	-5	0	0.2

No.	CFTR F508del cor	ERp5 block	EWS-Fli inh	PAX8 inh HTS
25	2.2	1	8	28
26	1.7	-9	3	-15
27	-0.4	1	-5	6
28	1.7	2	x	-11
